Screens from PubChem.
GLP1R inv ag – GLP-1 receptor (human) inverse agonism; Potency, µM (top dose mostly 38.3 µM), inactives show top-dose activity change, negative = inhibition, most hits filed as inhibitors; HEK293 GLP-1R CRE-luciferase, luminescence, 24 h; GLP-1R form is constitutively active; P43220; 1.6% of 410,000 active; further: on the % scale 0 is the no-effect control and ±100 the full control effect; nearly all actives have a fitted effect of over 55% in size
Target sequence (P43220 whole entry, looked up): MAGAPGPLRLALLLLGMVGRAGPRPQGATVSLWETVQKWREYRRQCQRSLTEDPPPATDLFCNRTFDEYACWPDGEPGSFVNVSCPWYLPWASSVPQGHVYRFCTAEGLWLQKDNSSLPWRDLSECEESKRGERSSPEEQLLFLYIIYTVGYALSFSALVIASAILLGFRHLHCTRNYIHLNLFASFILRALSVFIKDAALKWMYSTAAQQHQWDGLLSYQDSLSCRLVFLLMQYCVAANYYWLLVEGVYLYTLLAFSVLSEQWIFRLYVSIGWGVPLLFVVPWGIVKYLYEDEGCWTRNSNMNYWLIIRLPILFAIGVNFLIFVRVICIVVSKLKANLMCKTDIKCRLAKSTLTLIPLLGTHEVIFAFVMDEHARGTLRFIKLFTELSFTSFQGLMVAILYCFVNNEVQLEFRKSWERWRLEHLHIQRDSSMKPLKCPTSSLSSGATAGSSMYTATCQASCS
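Inverse agonists were sought by their lowering of basal cAMP reporter luciferase output in HEK293 cells stably carrying constitutively active human GLP-1R, after 24 h compound treatment.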
HEK293 tox – cytotoxicity in counter-screen for GLP-1R inverse agonists | HEK293 cAMP-luciferase reporter cells, luminescence, 24 h | Potency, µM (doses to about 38.3 µM), for the others: at the highest dose activity change, negative = inhibition, usual class: inhibitors | 0.13% of 410,000 active | AID 624418;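 further: loss of luciferase light is scored as toxicity; on the % scale 0 is the no-effect control and ±100 the full control effect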
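Here, cytotoxicity is scored as loss of luminescence. The MLSMR collection was tested on cells seeded in medium containing 10% Nu serum, with a 24 hr compound exposure preceded by 12 hours of culture.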
HT1080-NT tox – kills 2HG-producing HT-1080-NT fibrosarcoma cells | HT-1080-NT fibrosarcoma viability, CellTiter-Glo ATP luminescence, 48 h | Potency, µM (series often up to 46.1 µM), for the others: at the highest dose activity, negative = less viability, most hits filed as cytotoxic | 1.6% of 360,000 active | AID 686970;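 further: NT is the 2HG producing partner of a matched IDH1 knockdown line; 0% = DMSO-treated cells and -100% = media-only wells without cells; nearly all actives have a fitted effect of over 55% in size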
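Viability of the 2HG-overproducing fibrosarcoma line after 48 hours of compound exposure at 37 degrees C was determined by luminescence with CellTiter-Glo, and concentration-effect curves were then fitted and categorized.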
KB-3-1 cytotox – KB-3-1 parental cell cytotoxicity; 1.4% of 400,000 active; AID 1347075; Potency, µM (highest dose often 46.1 µM), for inactives: at the highest dose activity change, negative = cytotoxic, usual class: cytotoxic; KB-3-1 viability, CellTiter-Glo ATP luminescence, 72 h; further: on the % scale 0 is the no-effect control and ±100 the full control effect; nearly all actives have a fitted effect of over 60% in size
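Multi-concentration cytotoxicity screen in KB-3-1 cells grown in DMEM lacking phenol red with 10% FBS. After 72 h at 37 °C with compound, ATP-dependent luminescence was recorded.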
TDP43 rescue – rescues yeast growth from TDP-43 toxicity | TDP-43 expressing yeast growth rescue, BacTiter-Glo, 24 h | Potency, µM (titrated, usually from 46.1 µM), for inactives: at the highest dose growth rescue (activation), usual class: activators | 1.8% of 410,000 active; further: % of control where 0% means no effect; nearly all actives have a fitted effect of over 50% in size
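In this qHTS, compounds that restore growth of yeast expressing TDP-43 appear as activators. Cells (OD600=0.02, galactose medium, raffinose-pregrown) are incubated with compound 24 hr at 30 deg C and growth is quantified by BacTiter-Glo.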
HT1080 IDH1KD tx – toxicity to HT-1080 IDH1 knockdown cells (counter line); HT-1080 IDH1 knockdown viability, ATP luminescence, 48 h; Potency, µM (highest dose often 46.1 µM), for the others: at the highest dose activity, negative = toxicity, actives largely listed as cytotoxic; 2% of 360,000 active; AID 686971;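 further: 0% = DMSO wells and -100% = cell-free medium wells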
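Assay cells: HT-1080 with IDH1 knockdown, 750 per well, RPMI/5% FBS. Exposure: 48 h at 37 °C following 2 h pre-incubation. Read: CellTiter-Glo luminescence; fitted concentration-response, curve class assigned.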
KB-V1 MDR tox – KB-V1 MDR subline cytotoxicity; KB-V1 MDR cells viability, CellTiter-Glo, 72 h; Potency, µM (series often up to 46.1 µM), for inactives: at the top dose activity change, negative = cytotoxicity, hits mostly cytotoxic; 3.4% of 400,000 active; AID 1347076; further: on the % scale 0 is the no-effect control and ±100 the full control effect; nearly all actives have a fitted effect of over 60% in size
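Cytotoxicity via CellTiter-Glo luminescence after 72 h compound exposure at 37 degrees C. Cells: drug-selected KB-V1 line, DMEM phenol-red free plus 10% FBS. Compounds tested at multiple concentrations; normalized data fitted to concentration-effect curves.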
GLP-1R agonist – agonists of human GLP-1 receptor. P43220. HEK293 GLP-1R CRE-luciferase, luminescence, 4-6 h; cells express a hypersensitive GLP-1R form. Potency, µM (doses to about 45.6 µM), for inactives: at the top dose activation, actives largely listed as activators. 0.007% of 380,000 active; further: % of control where 0% means no effect
SW480 rereplic – induces DNA re-replication in SW480 colon adenocarcinoma cells. Potency, µM (series often up to 46.1 µM), inactives show at the highest dose re-replication activation, most hits filed as activators. SW480 DNA re-replication, Hoechst DNA content imaging, 48 h. 1.8% of 340,000 active; further: % of control where 0% means no effect; nearly all actives have a fitted effect of over 55% in size
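SW480 cells exposed to compounds for 48 hr at 37 C, 5% CO2, then Hoechst-stained 40 min. Nuclear DNA content imaged by fluorescence scanning (405 nm excitation, 500-530 nm emission); re-replication scored as increased high-intensity nuclei.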
The depositor's hits bear a star; ? = inconclusive; . = no result given; & = joins results of further samples; [ ] = another dose, or the depositor's remark. The call rests on the fitted dose curve; in most records, active means well fitted curve in the direction sought with a large enough effect; inconclusive means small, poorly fitted or top-dose-only effect, or another doubt; inactive means no such curve, though single readings can be large; an effect the other way counts as inactive or inconclusive. Potency means the concentration at half of the fitted maximal effect.

Start of the data: the first 4 compounds as a preview:
nr	structure	GLP1R inv ag	HEK293 tox	HT1080-NT tox	KB-3-1 cytotox	TDP43 rescue	HT1080 IDH1KD tx	KB-V1 MDR tox	GLP-1R agonist	SW480 rereplic
1	O=C1/C(=C/c2cccc([N+](=O)[O-])c2)N2CCC1CC2	14.5%	-25.3%	-7.0%	-11.6%	-10.5%	-3.1%	4.7%	4.5%	1.7%
2	O=C1NC(=O)N(Cc2ccc(F)cc2)C(=O)/C1=C\C=C\c1ccco1	?	?	20.6µM*	?	10.1%	?	?	6.8%	8.2µM*
3	c1csc(CN2CCNCC2)c1	9.5%[7.66 µM]	-4.2%[7.66 µM]	28.8%	-2.9%	6.2%	4.6%	-5.5%	-3.5%	2.2%
4	COc1ccc(CC2(CCc3ccncc3)C(=O)NC(=O)NC2=O)c(OC)c1	11.7%	5.2%	20.1%	15.1%	-21.6%	16.4%	4.3%	9.0%	-11.2%

The list itself, from the first entry:
nr	structure	GLP1R inv ag	HEK293 tox	HT1080-NT tox	KB-3-1 cytotox	TDP43 rescue	HT1080 IDH1KD tx	KB-V1 MDR tox	GLP-1R agonist	SW480 rereplic
1	O=C1/C(=C/c2cccc([N+](=O)[O-])c2)N2CCC1CC2	14.5%	-25.3%	-7.0%	-11.6%	-10.5%	-3.1%	4.7%	4.5%	1.7%
2	O=C1NC(=O)N(Cc2ccc(F)cc2)C(=O)/C1=C\C=C\c1ccco1	?	?	20.6µM*	?	10.1%	?	?	6.8%	8.2µM*
3	c1csc(CN2CCNCC2)c1	9.5%[7.66 µM]	-4.2%[7.66 µM]	28.8%	-2.9%	6.2%	4.6%	-5.5%	-3.5%	2.2%
4	COc1ccc(CC2(CCc3ccncc3)C(=O)NC(=O)NC2=O)c(OC)c1	11.7%	5.2%	20.1%	15.1%	-21.6%	16.4%	4.3%	9.0%	-11.2%
5	CC(C)=CCN1CC[C@@]2(C)c3cc(O)ccc3CC1C2C (stereo partly specified)	-21.4%	3.9%	-21.1%	0.0%	21.3%	-5.7%	?	19.6%	-14.8%
6	COC(=O)C1=C(c2ccc(-c3ccccc3)c(F)c2)C[C@@H]2CC[C@H]1N2C(=O)NC1CCCCC1	?	?	10.5%	?	0.8%	7.9%	?	-4.1%	-2.5%
7	COc1c(C)cc(C(=O)C2CCCN(Cc3cccc(C)n3)C2)cc1C (stereo unspecified)	8.91µM*	-18.7%	-2.4%	0.8%	-11.6%	-8.9%	-3.7%	-5.3%	-117.5%[inhibitor]
8	CCC(=NC1CC1)c1c(O)n(C2CCCCC2)c(=O)[nH]c1=O	?	?	-12.1%	13.8%	?	-5.3%	-23.3%	2.7%	-12.9%
9	Cc1ccc(-c2nc3ccccc3c(=O)n2-c2cccnc2)cc1	-9.5%	-6.8%	0.1%	-3.9%	27.6%	-1.2%	0.0%	-3.7%	-6.5%
10	CSc1ccc(CN2CCN(C(=O)Cc3ccccc3)CC2)cc1	?	7.3%	-2.6%	-21.3%	-6.7%	-2.2%	-25.5%	8.9%	?
11	CC(C)(C)n1c(O)c(C=Nc2ccc3c(c2)CCC3)c(=O)[nH]c1=O	4.7%	21.0%	9.9%	17.6%	4.8%	0.0%	-6.8%	-1.2%	0.6%[9.22 µM]
12	O=c1c2ccccc2nc(-c2ccoc2)n1-c1ccccc1Cl	0.0%	-22.5%	-18.2%	?	12.7%	?	16.4µM*	3.8%	2.2%
13	CCCCC[C@@H]1CCCCC[C@H](O)C[C@H](O)[C@@H](O)/C=C/C(=O)O1	-8.9%	-1.4%	-19.5%	1.4%	0.0%	-1.6%	2.1%	12.1%	.
14	O=S(=O)(c1cccc(C(F)(F)F)c1)N1Cc2ccccc2-n2nncc2C1	-5.3%	14.0%	-7.8%	-1.0%	18.8%	-7.2%	-11.6%	6.7%	.
15	COc1ccccc1OCCCn1cc(C=O)c2ccccc21	?	-0.2%	-15.1%	-8.3%	24.6%	-10.5%	-13.5%	20.5%	-2.5%
16	COc1ccc(CC(C)Nc2cccc(F)c2)cc1 (stereo unspecified)	-29.0%	3.7%	12.2%	-3.9%	15.9%	16.9%	0.0%	4.2%	11.3%
17	CC[C@H]1CN2CC[C@@]3(C(=O)Nc4ccccc43)[C@@H]2C[C@@H]1/C(=C\OC)C(=O)OC	-13.0%	-0.4%	7.5%	0.0%	14.2%	11.0%	10.7%	-0.7%	-4.5%
18	Cc1ccnc2c1NC(=O)c1cccnc1N2C1CC1	-5.5%	-3.8%	-12.1%	-5.9%	-1.3%	?	-4.1%	-2.8%&1.7%	?
19	COc1ccccc1N1CCN(Cc2cc(C)c(C)cc2O)CC1	?	-5.1%	-11.4%	-29.0%	26.7%	-8.8%	?	-2.8%	4.3%
20	CCN(CC)C(=O)c1ccc(NC(=O)CNC(C)c2cccc3ccccc23)cc1 (stereo unspecified)	?	-19.5%	-0.9%	-2.3%	-6.8%	-21.8%	?	14.7%	6.8%

Later entries:
nr	structure	GLP1R inv ag	HEK293 tox	HT1080-NT tox	KB-3-1 cytotox	TDP43 rescue	HT1080 IDH1KD tx	KB-V1 MDR tox	GLP-1R agonist	SW480 rereplic
21	COc1ccc(C(=O)OC2CC3CCC(C2)[N+]3(C)[O-])cc1OC (stereo unspecified)	16.0%	2.3%	1.9%	1.1%	2.1%	2.2%	?	-4.6%	-13.9%
22	CC(=O)NC(Cc1ccc(N(CCCl)CCCl)cc1)C(=O)NCC(=O)NCC(=O)O (stereo unspecified)	-3.9%	0.2%	0.0%	-5.0%	-8.4%	7.4%	0.5%	-0.5%	-0.6%
23	CCOC(=O)N(CC)c1ccc(C(O)(C(=O)OC)C(F)(F)F)cc1 (stereo unspecified)	0.0%	0.9%	19.1%	9.7%	0.0%	9.9%	-8.5%	4.9%	-2.9%
24	O=C1NCN(c2ccccc2)C12CCN(C(c1ccnc3ccccc13)c1nnnn1Cc1ccccc1)CC2 (stereo unspecified)	-13.5%	-19.7%	?	?	6.0%	-27.7%	-18.9%	8.4%	.
25	OCCOCC#CCN1CCOCC1	12.2%	3.3%	6.4%	9.3%	-10.4%	14.2%	9.0%	-4.9%	4.5%
26	CCN(CC(=O)Nc1ccc(C#N)c(Cl)c1)CC(=O)NC(C)(C)C	2.8%	0.2%	?	-4.7%	-7.4%[9.22 µM]	?	?	15.0%	-2.7%
27	COc1nc2ccccc2nc1N1CCN(C)CC1	-0.8%	0.0%	-0.3%	18.1%	10.2%	5.7%	1.6%	-0.9%	27.8%
28	CN1CCN(Cc2ccccc2Sc2ccccc2)CC1	?	?	-4.6%	-22.8%	20.9%	-1.0%	20.6µM*	-2.0%	?
29	CNC(=O)Oc1ccc2ncccc2c1	15.4%	4.1%	13.7%	15.3%	14.5%	14.2%	?	-1.0%	-5.8%
30	CCc1c(C(=O)NN2C(=O)C3C4CCC(O4)C3C2=O)csc1C (stereo unspecified)	-4.0%	-22.6%	1.4%	20.0%	-3.3%	14.5%	5.0%	-1.0%	1.9%
31	c1ccc(-n2ccnc2)cc1	7.8%	5.0%	26.2%	0.0%	2.6%	4.1%	2.0%	-0.2%	-27.9%
32	Cc1nn(Cc2ccc(Cl)cc2Cl)c(Cl)c1C(=O)NC1CCCc2ccccc21 (stereo unspecified)	?	-6.4%	7.7%	-17.8%	2.5%	0.5%	?	4.0%	0.4%
33	COc1ccc(CCNCc2c(OC)ccc3ccccc23)cc1	?	-10.0%	?	-10.3%	14.9%	-24.2%	-1.0%	0.2%	-0.4%
34	CC1(Cc2cccc(C#N)c2)C(=O)Nc2ccc(-c3cccc(C(F)(F)F)c3)cc21 (stereo unspecified)	?	?	?	?	23.6%	?	?	-10.3%	.
35	COc1ccc(S(=O)(=O)Nc2ccc3c(c2)CC(=O)N([C@@H](C)CO)C[C@H](C)[C@@H](CN(C)S(=O)(=O)c2ccc(F)cc2)O3)cc1	2.4%	-15.0%	-5.0%	-7.2%	-7.3%	-8.7%	-9.2%	0.8%	?
36	OC12CCCCC1C(c1ccccc1)NCC2 (stereo unspecified)	-4.7%	4.1%	-10.8%	3.5%	-23.6%	11.7%[9.24 µM]	2.2%	-1.0%	-3.7%
37	C=C[C@]1(C)C=C2C(=O)[C@@]3(O)OC(=O)[C@@]4(CCCC(C)(C)[C@H]34)[C@@]2(O)CC1	?	?	2.91µM*	4.61µM*	?	2.91µM*	?	-18.0%	.
38	CN(C)C(Cc1ccc(C#N)cc1)C(=O)c1ccccc1 (stereo unspecified)	2.5%	3.2%	-0.3%	9.5%	11.7%	-7.7%	-4.0%	7.2%	-5.3%
39	Cc1nc2ccccc2c(=O)n1-c1ccc([N+](=O)[O-])cc1	7.4%	-27.0%	11.1%	0.3%	1.4%	2.2%	-28.5%	9.9%	0.0%
40	CNC(C)Cc1ccccc1Sc1ccc(O)cc1 (stereo unspecified)	?	?	-20.7%	-0.2%	-3.0%	?	-11.6%	-7.7%	7.6%
41	Cc1ccc(-c2nc(N(C)C3CCN(C)CC3)c3ccccc3n2)cc1	?	-4.5%	12.6µM*	5.3%	-25.8%	15.8µM*	20.6µM*	-5.7%	12.7%
42	O=C(Oc1ccc2ccccc2c1Cl)N1CCCC1	?	29.5%	-12.1%	?	22.8%	?	-27.1%	0.1%	5.6%
43	Nc1c(C(=O)NCCN2CCOCC2)c2nc3ccccc3nc2n1Cc1ccco1	-10.6%	400.9%[activator]	-3.9%	-4.5%	15.7%	-12.0%	-1.8%	0.8%	8.2µM*

Some of the compounds tested, so the mix of outcomes need not match the whole.
